Bioassay records as filed in PubChem BioAssay.
SMN2 splice up: increases expression of the SMN2 splice variant; HEK293 SMN2-luciferase splicing reporter, luminescence, 30-36 h; Potency, µM (highest dose often 46.1 µM), for inactives: top-dose activity change, positive = activation, actives largely listed as activators; 210,000 tested, 2.8% active; AID 1458; further: % of control where 0% means no effect; nearly all actives have a fitted effect of over 55% in size
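qHTS luciferase splicing reporter: luminescence rises when SMN2 exon 7 is included in transfected HEK293 cells. Compound exposure lasted 30-36 h at 37C, with 4.5 mM final sodium butyrate as control, followed by a ONE-Glo read.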
Epigenetic derep: epigenetic control regulation, reporter derepression | murine LDR cells, GFP reporter derepression, 30 h | Potency, µM (top dose mostly 53.9 µM), for the others: at the top dose GFP activation, hits mostly activators | 280,000 tested, 0.2% active; further: % of control where 0% means no effect; nearly all actives have a fitted effect of over 60% in size
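Derepression of a silenced CMV-GFP reporter in murine LDR cells is scored by enumerating GFP-positive cells with a laser-scanning microplate cytometer after 30 hours of treatment at 37 C.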
Starred values were filed as active, the others as inactive; ? = inconclusive; [ ] = remark or other dose. The call rests on the fitted dose curve; in most records, active means well fitted curve in the direction sought with a large enough effect; inconclusive means small, poorly fitted or top-dose-only effect, or another doubt; inactive means no such curve, though single readings can be large; an effect the other way counts as inactive or inconclusive. Potency means the concentration at half of the fitted maximal effect.

SMILES | SMN2 splice up | Epigenetic derep
COc1ccc(C(=O)Nc2cc(NC(=O)c3ccco3)ccc2OC)cc1Cl | -3% | 0.0%
Cn1c2ccccc2c2cnn(CC(=O)Nc3ccccc3C(F)(F)F)c(=O)c21 | 5% | 1.3%
COCCCNC(=O)C(C)n1c2ccccc2c2cnn(C)c(=O)c21 (stereo not drawn) | -6% | 1.6%
O=C(CCS(=O)(=O)c1ccc(Br)s1)Nc1c(F)cccc1F | -10% | -0.9%
Nc1cc(=O)nc(SCC(=O)Nc2ccccc2)n1CCc1ccccc1 | 6% | 0.0%
COc1ccc(-n2c(=O)c3c4c(sc3n(CC(=O)C(C)(C)C)c2=O)CCCC4)c(OC)c1 | 3% | 0.9%
Cc1ccc(-c2nc3ncccc3o2)cc1NC(=O)c1ccc(-c2cccc(Cl)c2C)o1 | -4% | -0.8%
COc1ccc(OC)c(NC(=O)CCc2nc(-c3ccc(C)cc3)no2)c1 | 21% | -1.3%
CCOc1ccc(Nc2c(S(=O)(=O)c3ccc(Cl)cc3)cnc3ccc(OCC)cc23)cc1 | -18% | 0.0%
Cc1ccc(NC(=O)Cn2c(=O)n(CCCCCC(=O)NCc3ccc(F)cc3)c(=O)c3sccc32)cc1C | -5% | 4.6%
Cc1ccccc1NC(=O)c1c(C)oc2ccc(O)c(CN3CCCC3)c12 | 4% | -1.9%
CCCCc1ccc(NC(=O)CSc2nc3ccccc3nc2N2CCCCC2)cc1 | 10% | 0.0%
COC(=O)CSc1nc2sc3c(c2c(=O)n1Cc1ccccc1)CCC(C(C)(C)C)C3 (stereo not drawn) | -9% | -1.6%
CCOc1ccccc1C(=O)Nc1cc2c(cc1N1CCOCC1)n(C)c(=O)n2C | 7% | 1.0%
Cc1cccn2c(Nc3ccccc3)c(-c3cccs3)nc12 | 5% | 1.5%
Cc1ccccc1NC(=O)c1cc2c([nH]c1=O)CC(C)(C)CC2=O | 15% | -0.1%
CCOc1ccc2c(c1)c(=O)c(S(=O)(=O)c1ccc(CC)cc1)cn2CC | 13% | -3.1%
COc1ccc(CCNC(=O)CSCc2nc(-c3cccc(C)c3)oc2C)cc1OC | -27% | 0.0%
CCc1ccc(C2CC(=O)NC(NC(=O)c3ccc(C(C)(C)C)cc3)=N2)cc1 (stereo not drawn) | -11% | -1.8%
Cc1cc(NC(=O)c2cc(-c3ccc(Br)cc3)on2)nn1Cc1ccc(Cl)cc1 | -10% | 5.3%
CC(C)OCCCN1C(=O)c2[nH]nc(-c3ccccc3O)c2C1c1cccc(OCc2ccccc2)c1 (stereo not drawn) | -13% | 15%
Clc1ccc(-c2cn3ncsc3n2)cc1 | -1% | 2.9%
CCCCCOc1ccc(NC(=O)Cc2csc(C)n2)cc1 | 0% | -1.2%
CCOC(=O)c1c(NC(=O)c2cc(OC)c(OC)c(OC)c2)sc2c1CCCC2 | 8% | -1.6%
O=C(CCn1c(=O)c2ccccc2n(Cc2ccc(F)cc2Cl)c1=O)NCc1ccc2c(c1)OCO2 | 2% | -0.9%

Reformatted with values ahead of the structure: part of the list above
SMN2 splice up | Epigenetic derep | Molecule
-5% | 4.6% | Cc1ccc(NC(=O)Cn2c(=O)n(CCCCCC(=O)NCc3ccc(F)cc3)c(=O)c3sccc32)cc1C
4% | -1.9% | Cc1ccccc1NC(=O)c1c(C)oc2ccc(O)c(CN3CCCC3)c12
10% | 0.0% | CCCCc1ccc(NC(=O)CSc2nc3ccccc3nc2N2CCCCC2)cc1
-9% | -1.6% | COC(=O)CSc1nc2sc3c(c2c(=O)n1Cc1ccccc1)CCC(C(C)(C)C)C3 (stereo not drawn)
7% | 1.0% | CCOc1ccccc1C(=O)Nc1cc2c(cc1N1CCOCC1)n(C)c(=O)n2C
5% | 1.5% | Cc1cccn2c(Nc3ccccc3)c(-c3cccs3)nc12
15% | -0.1% | Cc1ccccc1NC(=O)c1cc2c([nH]c1=O)CC(C)(C)CC2=O
13% | -3.1% | CCOc1ccc2c(c1)c(=O)c(S(=O)(=O)c1ccc(CC)cc1)cn2CC
-27% | 0.0% | COc1ccc(CCNC(=O)CSCc2nc(-c3cccc(C)c3)oc2C)cc1OC
-11% | -1.8% | CCc1ccc(C2CC(=O)NC(NC(=O)c3ccc(C(C)(C)C)cc3)=N2)cc1 (stereo not drawn)
-10% | 5.3% | Cc1cc(NC(=O)c2cc(-c3ccc(Br)cc3)on2)nn1Cc1ccc(Cl)cc1
-13% | 15% | CC(C)OCCCN1C(=O)c2[nH]nc(-c3ccccc3O)c2C1c1cccc(OCc2ccccc2)c1 (stereo not drawn)
-1% | 2.9% | Clc1ccc(-c2cn3ncsc3n2)cc1

(more compounds)
SMILES | SMN2 splice up | Epigenetic derep
CCCN(C(=O)c1cc2c(s1)-c1ccccc1OC2)c1ccccc1F | -17% | 0.8%
Cc1cc(NC(=O)CCCn2c(C)c3cnn(-c4ccccc4)c(=O)c3c2C)ccc1Br | 9% | -5.7%
COc1ccc(/C=C/C(=O)Nc2ccc3nc4c(c(Nc5ccccc5OC)c3c2)CCCC4)cc1 | -87%[inhibitor] | 8.7%
Cc1ccc(OCc2cc(=O)n3c4c(sc3n2)CCCC4)c(C)c1 | -1% | -3.1%
O=C(NCc1ccccc1Cl)C1CCC(CNS(=O)(=O)c2ccc(Br)s2)CC1 (stereo not drawn) | 12% | 4.4%
COc1ccc(NC(=O)CN2C(=O)C(c3ccccc3)=NC23CCC(C)CC3)cc1Cl (stereo not drawn) | 12% | -3.7%
Cc1cccc(NC(=O)C(NS(=O)(=O)c2cccc3nsnc23)c2ccccc2)c1C (stereo not drawn) | 0% | 3.8%
COc1ccc(N(CC(=O)NCCc2ccccc2)S(=O)(=O)c2ccccc2)c(OC)c1 | 6% | 0.0%
NC(=O)c1c(NC(=O)c2nc(SCc3ccccc3F)ncc2Cl)sc2c1CCCC2 | 10% | -2.9%
O=C(Cn1c(=O)nc(-c2ccccc2F)c2cc(Cl)ccc21)NCCCc1ccccc1 | 3% | 0.8%
Cc1ccc2occ(CC(=O)Nc3ccc(S(=O)(=O)N4CCC(C)CC4)cc3)c2c1 | 7% | -1.9%
COc1ccc(S(=O)(=O)N2CCC(Oc3ccc(-n4cnnn4)cc3)CC2)cc1 | 9% | -3.8%
CCOc1ccccc1-c1noc(CSc2nnc(-c3ccccc3)n2-c2ccc(OC)cc2)n1 | -11% | -1.0%
CCOCCCNC(=O)c1cn(CC)c2ccc(S(=O)(=O)N3CCc4ccccc4C3)cc2c1=O | -8% | -2.1%
CC1CCc2c(sc(NC(=O)c3ccccc3)c2C(=O)Nc2ccccc2)C1 (stereo not drawn) | 16% | -0.8%
Cc1cccc(NC(=O)CSc2nnc(CNC(=O)c3cccc(C)c3)n2-c2ccccc2)c1 | -32%[inhibitor] | 0.0%
CCOc1ccc(NS(=O)(=O)c2ccc3[nH]cc(C(=O)N4CCCC4)c(=O)c3c2)cc1 | 4% | -1.6%
CCCc1cc(=O)n2[nH]c(NC(=O)c3ccc(C(C)(C)C)cc3)nc2n1 | 5% | 9.7%
Cc1cccc(N2CCN(C(=O)c3ccc4c(c3)N(Cc3ccccc3)C(=O)c3ccccc3S4(=O)=O)CC2C)c1 (stereo not drawn) | -2% | 0.0%
Cc1cc(C)c(NC(=O)Cn2c(=O)n(CCC(=O)N3CCc4ccccc4C3)c(=O)c3ccccc32)c(C)c1 | 7% | 8.8%
COc1ccc(NC(=O)Cn2c(=O)n(-c3ccc(OC)cc3)c(=O)c3sc4ccccc4c32)cc1 | ? | ?
O=C(Nc1ccc(Cl)cc1)c1ccc2c(c1)N(Cc1ccccc1)C(=O)c1ccccc1S2(=O)=O | ? | -1.3%
CCOC(=O)c1cc2c(=O)n3ccccc3nc2n(CC(C)C)c1=NC(=O)COc1ccc(Cl)cc1 | 2% | -3.7%
Cc1cccc(Cn2c(SCc3ccc(C(=O)NC4CCCC4)cc3)nc3ccncc32)c1 | 9% | 0.8%
CC1CCN(S(=O)(=O)c2ccc3c(c2)c(=O)c(C(=O)NCc2ccc(Cl)cc2)cn3C)CC1 | 5% | 0.5%

Further records
SMILES | SMN2 splice up | Epigenetic derep
O=C(CN1C(=O)C(c2ccc(F)cc2)=NC12CCCCCC2)Nc1ccccc1Cl | -17% | -2.7%
COc1ccc(Cc2nc3ccccc3n2Cc2ccccc2C)cc1 | -25% | 2.0%
O=C(Nc1ccc2oc(-c3ccc4ccccc4c3)nc2c1)c1cc(Br)ccc1Cl | ? | 1.6%
O=C(NCCO)c1ccc(-c2nnc(Nc3ccc(OC(F)(F)Cl)cc3)c3ccccc23)cc1 | -92%[inhibitor] | 2.2%
COc1cc(OC)c(NC(=O)c2nnn(Cc3ccc(C)cc3)c2N)cc1Cl | 1% | -1.1%
CCOCN(C(=O)CSc1nc2ccccc2[nH]1)c1c(C)cccc1CC | -15% | 0.0%
COC(=O)c1sc(-c2ccccc2)cc1NC(=O)Nc1ccc(F)cc1 | -8% | 0.0%
CCOC(=O)CSc1nc2sc3c(c2c(=O)n1Cc1ccccc1)CC(C(C)C)OC3 (stereo not drawn) | -8% | -1.5%
CCOc1ccc(NC(=O)Cn2cc(C(=O)c3ccc(C)c(C)c3)c(=O)c3cc4c(cc32)OCCO4)cc1 | -14% | 1.9%
CC(C)Cn1c(-c2cccc(Br)c2)nc2ccccc21 | -12% | -2.5%
CCNC(=O)c1nn(-c2ccccc2C)nc1CO | -10% | -0.5%
CC1CCCN(c2nc3c(-c4ccc(Cl)cc4)nnn3c3ccccc23)C1 (stereo not drawn) | 9% | -3.2%
Cc1ccc(-c2noc(CCCC(=O)NCc3ccco3)n2)cc1 | -4% | -1.0%
Cc1ccc(S(=O)(=O)c2nc(-c3cccc(C)c3)oc2N2CCN(c3ccccc3)CC2)cc1 | 9% | -1.0%
Cc1cc(C)cc(-n2c(-c3ccccc3)c(C)n3c4c(=O)n(C)c(=O)n(C)c4nc23)c1 | 2% | -1.1%
Cc1ccc(C)c(N2CCN(C(=O)c3cc4cc5ccc(C)cc5nc4s3)CC2)c1 | -1% | 3.1%
O=C(Nc1cccc(Cl)c1)c1c(NC(=O)C(F)(F)F)sc2c1CCCC2 | -22% | -1.6%
Nc1cc(=O)nc(SCC(=O)Nc2ccc(F)cc2)n1CCc1ccccc1 | 14% | -0.2%
Cc1nc2ccc(S(=O)(=O)NC(C(=O)N3CCN(c4cccc(Cl)c4)CC3)C(C)C)cc2s1 (stereo not drawn) | -1% | 1.3%
COc1ccc(OC)c(C2C(C(=O)N3CCCCC3)=C(C)Nc3nc4ccccc4n32)c1 (stereo not drawn) | -7% | -1.8%
Cn1c(=O)c2c(nc(SCC(=O)Nc3ccccc3F)n2Cc2ccccc2F)n(C)c1=O | 1% | 4.3%
Cc1cc(C)n(-c2nc3ccccc3nc2Nc2cccc(C)c2C)n1 | 13% | -1.5%
CN1CCN(C(=O)c2ccc3c(c2)N(Cc2ccc(F)cc2)C(=O)c2ccccc2S3=O)CC1 (stereo not drawn) | -21% | -1.1%
Cn1c(=O)c2c(nc(N3CCOCC3)n2Cc2ccccc2F)n(C)c1=O | 17% | -1.8%
COc1ccc(OCCn2c(C3CC(=O)N(c4ccc(F)cc4)C3)nc3ccccc32)cc1 (stereo not drawn) | -4% | -1.7%

Continuation.
SMILES | SMN2 splice up | Epigenetic derep
COc1ccc(Cl)cc1NC(=O)c1cc2c(s1)-c1ccccc1OC2 | -7% | 0.0%
Cc1cc(C)cc(NC(=O)CSc2nnc(COc3ccccc3Cl)o2)c1 | -10% | -0.1%
COC(=O)C(C)Sc1ncnc2c1c(-c1ccccc1)cn2-c1ccc(F)cc1 (stereo not drawn) | 5% | -7.4%
Cc1ccc(Cn2c(=O)c3cccnc3n(CC(=O)Nc3cc(Cl)ccc3C)c2=O)cc1 | 11% | 1.4%
CCOc1ccc(C2c3c(oc4ccc(C)cc4c3=O)C(=O)N2c2nc(C)c(C)s2)cc1OC (stereo not drawn) | -1% | 0.8%
O=C(Cn1c(=O)n(Cc2ccco2)c(=O)c2cccnc21)Nc1ccccc1F | -5% | 0.0%
COc1ccc(NC(=O)c2ccco2)cc1NC(=O)COc1ccc(C)cc1C | -24% | 1.1%
CC1=Nc2cc(C(=O)NCc3ccccc3Cl)ccc2Sc2c(C)ccc(C)c21 | -25% | 14%
Cc1cn2c(=O)cc(COc3ccc(C(C)(C)C)cc3)nc2s1 | -10% | -2.0%
Cc1cccc(Cn2c(-c3ccccc3)nc3ccccc32)c1 | -12% | -3.6%
CCOC(=O)c1c(NC(=O)COc2cccc(C)c2C)sc2c1CCC(CC)C2 (stereo not drawn) | -4% | -0.8%
COc1ccc(N2CCN(Cc3nnc(-c4ccc5c(c4)OCO5)o3)CC2)cc1 | -4% | 1.0%
COCCCNc1nc2c(S(=O)(=O)c3ccccc3)nnn2c2ccc(Cl)cc12 | 4% | 0.0%
Cc1oc2ccc(O)c(CN3CCCC3)c2c1C(=O)Nc1ccccc1 | -2% | 0.0%
Cc1cccc(N2CCN(C(=O)CCc3c(C)nc4ncnn4c3C)CC2)c1C | -32%[inhibitor] | -0.3%
COc1ccc(-c2cc(C(F)(F)F)nc(SCCC(=O)Nc3cccc(O)c3)n2)cc1 | -17% | 2.9%
O=C(Nc1cccc(C(F)(F)F)c1)c1noc2c1CCc1ccccc1-2 | -7% | -1.8%
COc1cc(NC(=O)COCc2cc(-c3ccc(F)cc3)on2)cc(OC)c1OC | -52%[inhibitor] | 0.0%
Cc1cn2c(=O)cc(COc3ccccc3NC(=O)c3ccco3)nc2s1 | 2% | -1.6%

This is a subset; rates above refer to the full screens.
